Source: PubChem BioAssay (Sanford-Burnham Center for Chemical Genomics)
SENP1 inh – blocks the human SENP1 SUMO protease catalytic domain | recombinant SENP1 catalytic domain, CyPet-SUMO1-YPet FRET cleavage | inhibition, % at 10 µM | hit rate 0.21% among 360,000 | AID 624204;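 active = inhibition at least 30% at 10 µM, raw YFP signal under a set limit, fluorescence ratio 0.5 to 1.5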;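 also: 0% = enzyme with DMSO and 100% = no enzyme wells; some results filed as inactive read as strong as hits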
Target sequence (Q9P0U3 419-644 limits assumed): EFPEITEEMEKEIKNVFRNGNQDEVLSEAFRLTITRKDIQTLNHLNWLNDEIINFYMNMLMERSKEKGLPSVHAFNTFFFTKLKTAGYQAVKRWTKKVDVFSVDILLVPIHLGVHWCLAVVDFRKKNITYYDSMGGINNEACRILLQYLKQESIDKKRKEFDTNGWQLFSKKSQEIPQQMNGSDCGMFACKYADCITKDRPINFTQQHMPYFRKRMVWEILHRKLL
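Compound: 10 µM single point, 0.5% DMSO; Test system: hSENP1 catalytic domain, recombinant; Timing: 50 min reaction at room temperature; Technique: FRET, CFP and YFP emission; Control set: no-enzyme wells low, DMSO-plus-enzyme wells high control.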
NLRP3 yeast inh – inhibitors of NALP3 inflammasome in yeast; Yeast reconstituted NLRP3/ASC/caspase-1, beta-gal luminescence, 24 h; inhibition, % at 10 µM; hit rate 0.39% among 330,000;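 active = inhibition of 50% or more; inactive = inhibition below 50%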;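 also: plate controls were induced DMSO wells for no effect and uninduced yeast grown without galactose for full effect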
HKDC1 inhibitor – inhibitors of human hexokinase HKDC1. recombinant HKDC1, G6PDH/diaphorase resazurin coupled fluorescence. inhibition, % at 20 µM. hit rate 0.16% among 340,000. AID 493160. Q2TB90;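 active = inhibition above about 35% when tested at 20 µM, limit read from the data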;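 also: plate controls were DMSO wells with enzyme for no effect and DMSO wells lacking enzyme for full effect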
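test system = in-house recombinant HK5 (HKDC1) enzyme | amount = HKDC1 at 5 µg/mL | control set = DMSO-enzyme wells negative, buffer-substituted wells positive | compound = one dose of 20 µM, 1% DMSO | schedule = reaction time 90 min, room temperature, protected from light | technique = resorufin fluorescence at 613 nm | reagent = glucose with 1 mM ATP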
SENP8 block-1 – blocks the human protease SENP8 | Q96LD8 | purified SENP8, Z-RLRGG-aminoluciferin cleavage, luminescence | inhibition, % at 10 µM | hit rate 1.2% among 330,000 | AID 2540; in the data active = inhibition above about 50%
Target sequence (Q96LD8 whole entry, looked up): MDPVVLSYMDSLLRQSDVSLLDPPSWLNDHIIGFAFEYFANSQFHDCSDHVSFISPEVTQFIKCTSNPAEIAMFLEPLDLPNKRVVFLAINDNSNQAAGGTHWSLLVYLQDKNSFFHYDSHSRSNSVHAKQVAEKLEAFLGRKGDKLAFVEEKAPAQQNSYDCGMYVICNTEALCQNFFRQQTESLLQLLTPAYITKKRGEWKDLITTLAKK
SENP8 block-2 – SENP8 (human) protease inhibition; recombinant SENP8, Nedd8 substrate fluorescence; AID 602440; hit rate 0.64% among 360,000; Q96LD8; inhibition, % at 20 µM; in the data active = inhibition mostly above about 40%, no sharp cut-off; inactive = mostly below about 27%
Apaf1 inhib – human Apaf-1 inhibition; reconstituted apoptosome caspase-3 activity, DEVD-Rh110 fluorescence; inhibition, % at 20 µM; hit rate 0.71% among 330,000; active = inhibition of at least 40% at 20 µM;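 also: plate controls were DMSO wells for no effect and DEVD-CHO caspase inhibitor wells for full effect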
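detection = Rh110 fluorescence intensity | test system = biochemical Apaf-1 apoptosome reconstitution | also added = cytochrome c and DEVD-Rh110 substrate | schedule = 30 min plus 50 min, RT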
SENP6 block – blocks the human protease SENP6; hit rate 1.8% among 330,000; Recombinant SENP6 catalytic domain, aminoluciferin luminescence; Q9GZR1; AID 2599; inhibition, % at 10 µM;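 active = inhibition above about 50% at the single tested dose, limit read from the data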;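 also: plate controls were DMSO wells with enzyme for no effect and DMSO wells lacking enzyme for full effect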
Target sequence (Q9GZR1 628-1112 limits assumed): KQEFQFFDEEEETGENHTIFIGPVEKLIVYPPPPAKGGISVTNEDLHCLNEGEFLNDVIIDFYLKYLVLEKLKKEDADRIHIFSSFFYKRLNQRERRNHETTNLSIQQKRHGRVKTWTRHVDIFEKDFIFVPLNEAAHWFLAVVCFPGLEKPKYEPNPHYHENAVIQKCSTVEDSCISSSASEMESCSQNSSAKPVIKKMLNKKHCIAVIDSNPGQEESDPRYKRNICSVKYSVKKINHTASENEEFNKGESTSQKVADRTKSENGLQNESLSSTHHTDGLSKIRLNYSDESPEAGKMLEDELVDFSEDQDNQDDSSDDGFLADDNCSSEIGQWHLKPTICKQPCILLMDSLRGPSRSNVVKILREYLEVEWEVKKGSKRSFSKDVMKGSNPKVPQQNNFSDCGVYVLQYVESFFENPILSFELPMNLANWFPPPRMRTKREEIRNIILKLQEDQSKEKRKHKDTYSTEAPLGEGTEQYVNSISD
PfG6PD inh – PfG6PD (Plasmodium falciparum) enzyme inhibition; hit rate 0.78% among 350,000; AID 504690; inhibition, % at 20 µM; PfGluPho enzyme, NADPH resazurin-diaphorase fluorescence;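 active = inhibition reaching at least a set limit at 20 µM in the primary screen, cut at about 59% in these data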;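 also: 0% = DMSO wells with substrate and 100% = DMSO wells lacking glucose-6-phosphate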
SENP7 block – blocks the human protease SENP7. Q9BQF6. recombinant SENP7, Z-RLRGG-aminoluciferin luminescence, 40 min. inhibition, % at 5 µM. hit rate 1.5% among 330,000. AID 434973;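 active = inhibition above about 50% at the single test dose, limit read from the data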;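 also: plate controls were DMSO with enzyme for no effect and no enzyme buffer wells for full effect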
Numbers without * were called inactive; / = not tested or not shown.

Results follow in this order: SENP1 inh	NLRP3 yeast inh	HKDC1 inhibitor	SENP8 block-1	SENP8 block-2	Apaf1 inhib	SENP6 block	PfG6PD inh	SENP7 block
- Cc1cc(Cl)ccc1C(=O)C1CCCN(C(=O)c2ccc3ncccc3c2)C1 (stereo unspecified)
  0	4	5	-6	2	13	-7	0	-4
- CCOc1ccccc1CN1CCC(CO)(CCOc2ccccc2)CC1
  1	13	-10	2	19	-8	-5	10	6
- Cc1ccc(S(=O)(=O)C2(C(=O)Nc3cccnc3)CC2)cc1
  -1	12	1	4	6	7	-13	1	1
- S=C(NCc1ccccc1)N1CCn2cccc2C1c1cccnc1 (stereo unspecified)
  1	/	1	/	8	/	/	9	/
- COC(=O)/C=C1/S/C(=N/NC(=O)c2ccccc2)NC1=O
  3	13	-4	-7	39	-1	6	-16	4
- NS(=O)(=O)c1ccc(N/C=C\C(=O)c2ccc(F)cc2)cc1
  -55	-1	-2	64*	-432	-1	43	2	70*
- CCOC(=O)c1cnc(SCC(=O)OC)nc1N
  -2	22	-1	-4	6	-12	-23	-20	-1
- Cc1cccc(N2CCN(C(=O)Cn3ccc4ccccc4c3=O)CC2)c1C
  0	34	1	-5	-25	12	0	14	3
- CCN(CC)C(=O)C1CC(=O)OC12CCCCC2 (stereo unspecified)
  0	-7	0	2	14	-6	-7	-3	-2
- Cc1noc(C)c1CSCC(=O)Nc1nc2c(F)cc(F)cc2s1
  -33	1	5	-6	-23	15	-12	-4	-5
- CCOC(=O)c1sc(NC(=O)COC(=O)CNC(=O)C2CCCCC2)c(C(=O)OCC)c1C
  0	13	-6	0	2	14	1	1	-2
- CC1CCCCC1NC(=O)CN1CCC(O)(c2ccc(F)cc2)CC1 (stereo unspecified)
  0	18	-6	-8	20	-7	-21	1	14
- O=C(Nc1ccccc1C(=O)NC1CC1)c1ccccc1F
  0	6	-2	-1	6	3	9	-2	12
- O=C(COc1cccc2cccnc12)N/N=C1\SCC(=O)N1Cc1ccco1
  0	1	-1	1	9	3	-3	-6	7
- CC(C)c1cc(C(F)(F)F)n2nc(C(=O)Nc3ccc(-n4cnnn4)cc3)cc2n1
  2	3	-5	2	-426	-9	15	-4	2
- CCOc1ccccc1NC(=O)N1CCCC1C(=O)Nc1ccc(-n2cnnn2)c(C)c1 (stereo unspecified)
  1	18	3	-5	16	14	-12	-7	-10
- O=C(COC(=O)CCc1nc2ccccc2s1)NC(=O)NCc1ccco1
  1	9	-4	-2	2	-1	-6	-5	3
- N#C/C(=C\N1CCOCC1)S(=O)(=O)c1ccc(Cl)cc1
  0	-9	-1	-6	20	-15	1	-5	-5
- CC(C)(C)SCCNC(=O)Nc1ccccc1
  0	17	15	-4	10	2	6	2	2
- CCn1c(Cc2ccccc2)nnc1SCC(=O)OC(C)C
  -1	5	6	-5	15	1	-20	-6	-1
- O=[N+]([O-])c1cccc(CN(CCO)Cc2ccccc2)c1
  -1	6	-7	11	2	-5	4	0	1
- CC(=O)c1ccc(N2CCN(C(=S)Nc3cccc(Cl)c3)CC2)cc1
  2	3	8	-5	-130	-3	-5	0	0
- CC(N)C12CC3CC(C1)CC(C(C)N)(C3)C2 (stereo unspecified)
  -4	10	4	0	15	-8	-1	-9	5
- Cc1ccc(S(=O)(=O)N2CCC(C(=O)Nc3ccc(C(C)C)cc3)CC2)cc1
  1	5	-1	-16	15	17	-4	10	-13
- CCN(CC(O)Cn1c2ccccc2c2ccccc21)S(=O)(=O)c1ccc(F)cc1 (stereo unspecified)
  1	37	2	-7	2	11	-6	9	5
- Nc1cc(=O)[nH]c(SCC(=O)Nc2ccc(S(=O)(=O)N3CCCCC3)cc2)n1
  0	9	-3	-3	1	1	-1	-28	-6
- CCc1ccc(Nc2ccc3nonc3c2[N+](=O)[O-])cc1
  2	11	-3	2	24	-15	-13	8	-2
- COc1cccc2cc(C(=O)OC(C)C(=O)c3ccc(C)cc3)c(=O)oc12 (stereo unspecified)
  -2	-2	-3	6	-49	13	6	17	-10
- COc1ccc(S(=O)(=O)Cc2ccc(C(=O)N3CCN(C(=O)c4ccco4)CC3)o2)cc1
  -8	12	-5	-6	1	9	-1	8	-7
- CCOC(=O)c1cc2nc(-c3ccco3)cc(C(F)(F)F)n2n1
  -55	33	3	-2	-497	-5	-3	-7	-1
- Cc1cc(-c2ccc(C)c(S(=O)(=O)NCC3CCN(Cc4cccc(F)c4)CC3)c2)on1
  0	18	5	9	5	15	-2	18	-7
- O=C(NCc1ccc2c(c1)OCO2)c1ccc(CN2CCc3ccccc3C2)cc1
  0	27	-5	0	42*	3	-17	3	5
- Cc1ccc(C(=O)OCC(=O)N2C(C)CCCC2C)cc1S(=O)(=O)N1CCOCC1 (stereo unspecified)
  -1	3	0	-11	10	8	-14	-17	-11
- O=C(NCCc1ccccc1)c1ccccc1F
  1	-10	-5	-9	8	-1	-20	-8	4
- CC(C)NS(=O)(=O)c1ccc(NC(=O)Cc2cccs2)cc1
  -1	10	-11	-13	8	6	-27	5	-5
- Cc1c(-c2ccc(/C=N/NC(=O)C(=O)Nc3ccccc3F)o2)cccc1[N+](=O)[O-]
  -34	5	-7	-9	-46	-9	-11	3	5
- CCOC(=O)N/N=C\c1cccc(OC)c1OC/C=C/c1ccccc1
  0	10	-1	7	-20	13	-7	20	-3
- COC(=O)c1ccc(N2C(=O)CC(N3CCC(O)(c4ccc(Br)cc4)CC3)C2=O)cc1 (stereo unspecified)
  0	22	0	-2	10	5	-16	14	9
- O=C1O/C(=C/c2ccccc2)N=C1c1ccccc1
  -2	-1	3	-15	-11	-12	-15	-2	-4
- Clc1cccc(CNc2nnnn2-c2ccccc2)c1
  2	0	-3	-7	20	4	-20	-15	-6
- Cc1ccc(NC(=O)c2ccc(NS(=O)(=O)c3c(C)noc3C)cc2)cc1C
  -2	6	-1	-2	-1	-3	0	-35	1
- COc1cc(OC)c(C(=O)COc2ncnc3ccccc23)c(OC)c1
  0	23	-6	2	24	-1	-6	16	-1
- Brc1ccc(CN2CCN(c3ccccn3)CC2)s1
  1	25	-5	-13	-2	2	-24	-2	-16
- COc1ccc(NC(=O)CN(c2ccc(C)cc2)S(C)(=O)=O)c(OC)c1
  1	13	-6	-6	26	-7	-9	-8	0
- CCCCC(CC(O)COCC(C)C)C(=O)NN (stereo unspecified)
  2	-2	-5	-5	13	-3	-22	9	-2

Entries listed so far that have a nitro group on carbon (three):
Results follow in this order: SENP1 inh	NLRP3 yeast inh	HKDC1 inhibitor	SENP8 block-1	SENP8 block-2	Apaf1 inhib	SENP6 block	PfG6PD inh	SENP7 block
- O=[N+]([O-])c1cccc(CN(CCO)Cc2ccccc2)c1
  -1	6	-7	11	2	-5	4	0	1
- CCc1ccc(Nc2ccc3nonc3c2[N+](=O)[O-])cc1
  2	11	-3	2	24	-15	-13	8	-2
- Cc1c(-c2ccc(/C=N/NC(=O)C(=O)Nc3ccccc3F)o2)cccc1[N+](=O)[O-]
  -34	5	-7	-9	-46	-9	-11	3	5

(further entries)
Results follow in this order: SENP1 inh	NLRP3 yeast inh	HKDC1 inhibitor	SENP8 block-1	SENP8 block-2	Apaf1 inhib	SENP6 block	PfG6PD inh	SENP7 block
- CCCCCCCCCCCCCCCC[n+]1ccc(C(N)=O)cc1
  -2	53*	17	3	14	73*	-17	8	8
- COc1ccc(Cn2c(SCc3cc(C)ccc3C)nc3cc(OC)c(OC)cc3c2=N)cc1
  0	29	3	-28	2	35	-17	26	-7
- COc1ccccc1NS(=O)(=O)c1cc(NC(=O)CCc2nc3ccccc3c(=O)[nH]2)ccc1C
  -17	19	3	0	-24	13	-7	7	-6
- CN(CC(=O)Nc1ccccc1Br)C(=O)c1cccc([N+](=O)[O-])c1
  0	5	1	7	11	1	-4	-7	4
- COc1ccc(N(CC(=O)Nc2ccc(C)cc2)S(=O)(=O)c2c(C)noc2C)cc1
  2	5	-1	-4	8	8	5	-9	-5
- COc1ccc(OCC(=O)NC2CCCc3ccccc32)cc1 (stereo unspecified)
  0	15	6	-3	14	8	-4	1	-6
- COCCN(C(=S)Nc1cc(C)cc(C)c1)C(C)c1cccs1 (stereo unspecified)
  5	10	-3	-1	12	-4	-13	5	8
- CN(C)c1nc(-c2ccccc2)cc(C(F)(F)F)c1C#N
  -30	10	11	-12	-340	23	3	-5	-5
- CCCn1cc(SCC(=O)NCC2CCCO2)c2ccccc21 (stereo unspecified)
  1	14	-1	5	11	-2	-16	-20	2
- CC(=O)Nc1sc(C)c(C)c1C(=O)OC(C)C
  2	29	-2	1	-8	6	1	0	6
- COc1ccc2c(c1)sc(=NC(=O)CS(=O)(=O)c1ccc(F)cc1)n2C
  -18	13	13	7	-332	-3	-3	20	-3
- CC(=NN1CC(=O)NC1=O)c1ccc([N+](=O)[O-])o1
  2	/	-5	/	31	/	/	14	/
- COC(=O)C1(Cc2cc(-c3ccc(Cl)cc3)no2)CCN(C(=O)OC(C)(C)C)CC1
  10	12	-4	-17	8	17	-12	18	11
- Cc1cccc(S(=O)(=O)N2CCn3cccc3C2C)c1 (stereo unspecified)
  -22	-2	4	1	-45	2	-5	-6	0
- c1ccc(C2CC(c3cccs3)=NN2c2ccccc2)cc1 (stereo unspecified)
  -47	-1	2	3	-402	-3	-10	3	-2
- COc1cc(/C=N/NC(=O)Nc2ccccc2)ccc1OC(C)=O
  2	-21	-5	4	12	2	14	-7	13
